High-throughput results from PubChem.
C2C12 statin = suppression of simvastatin myotoxicity | C2C12 myotubes + simvastatin, ATP luminescence, 48 h; scaled: DMSO 0, geranylgeraniol control 100 | rescue of ATP level, % at 7.49 µM | hit rate 0.78% among 330,000;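 active = mean ATP rescue above about 67%, or every replicate alone reaching that limit, limit read from the data, passing the limit was not always enough; inconclusive = no clear call, values can overlap the other calls; inactive = mean under the limit and some replicate under it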;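 also: myotubes were challenged with 10 µM simvastatin during compound exposure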
E-sel inducer = E-selectin induction on HUVECs. P16581. HUVEC E-selectin immunofluorescence imaging; normalized: neutral wells 0, TNF-alpha wells 100. activation, % at 7.58 µM. hit rate 0.37% among 260,000;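 active = mean E-selectin-positive cell signal at least 10% of the positive control, reached in at least 60% of replicates, without over 20% cell loss; inconclusive = no rule given, readout overlaps actives, possibly toxicity-flagged; inactive = the rest, including those meeting only one limit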;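 also: in these data hits start at about 27%; measured in HUVEC primary endothelial cells; signal is the percent of cells scored E-selectin positive by PE staining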
Target sequence (P16581 whole entry, looked up): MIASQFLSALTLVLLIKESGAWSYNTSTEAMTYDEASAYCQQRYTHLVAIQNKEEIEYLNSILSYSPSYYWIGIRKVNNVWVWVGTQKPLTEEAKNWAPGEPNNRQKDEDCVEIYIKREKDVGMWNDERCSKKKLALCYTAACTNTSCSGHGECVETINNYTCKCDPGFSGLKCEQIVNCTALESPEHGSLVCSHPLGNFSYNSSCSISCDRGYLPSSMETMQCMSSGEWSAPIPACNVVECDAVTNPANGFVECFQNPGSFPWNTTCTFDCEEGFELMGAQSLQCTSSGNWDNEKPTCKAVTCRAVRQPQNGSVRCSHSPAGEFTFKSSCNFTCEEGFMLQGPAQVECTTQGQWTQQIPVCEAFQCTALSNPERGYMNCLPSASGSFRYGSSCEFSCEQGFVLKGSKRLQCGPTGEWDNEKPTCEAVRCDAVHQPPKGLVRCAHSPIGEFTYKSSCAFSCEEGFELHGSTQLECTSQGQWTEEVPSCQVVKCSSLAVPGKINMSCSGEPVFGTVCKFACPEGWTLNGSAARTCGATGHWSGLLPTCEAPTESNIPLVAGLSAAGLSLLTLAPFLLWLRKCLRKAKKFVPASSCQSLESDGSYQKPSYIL
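Test system: HUVEC; input: 3,000 HUVEC/well; measured by: immunofluorescence imaging; read-out: % PE-positive cells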
DENV2 CPE = inhibitors of DENV2 cytopathic effect; DENV2-infected cells, cytopathic effect rescue, plate reader; CPE inhibition, % at 9.99 µM; hit rate 1.7% among 350,000; AID 651640; in the data active = CPE inhibition above about 20%, passing the limit was not always enough; inconclusive = no clear call, values can overlap the other calls; tested in BHK-21 cells;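 also: 0% = median of neutral control wells and 100% = median of positive control wells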
S100A4 MyoIIA = blocks human S100A4 binding to myosin IIA peptide | inhibition, % at 10.7 µM | hit rate 0.14% among 360,000 | S100A4/TAMRA-MyoIIA peptide fluorescence polarization;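 active = mean inhibition of at least 70% across replicates, with every replicate also reaching that level; inconclusive = mean inhibition reaches 70% but some replicates fall short; inactive = mean inhibition below 70%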
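Assay system: human S100A4 monomer with TAMRA-labelled myosin IIA peptide / Buffer or medium: Calcium-containing HEPES buffer, pH 7.2 / Reagent: TAMRA-labelled myosin IIA heavy-chain peptide probe, 5 nM / Compound: one dose per compound / Timing: polarization read 5 min after assay mix addition, stable 5–60 min / Benchmarks: neutral control DMSO, positive control TFP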
SIRT5 block = blocks human SIRT5 desuccinylation of peptide. Q9NXA8. Purified SirT5, succinyl-peptide AMC, trypsin-coupled fluorescence. inhibition, % at 15 µM. hit rate 1.1% among 330,000. AID 652115; in the data active = inhibition above about 15%; inconclusive = no clear call, values can overlap the other calls
ERp5 inh = ERp5 (human) disulfide isomerase inhibition. Q15084. ERp5 insulin aggregation, absorbance 650 nm, 90 min. inhibition, % at 9.99 µM. hit rate 0.05% among 350,000;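 active = mean replicate inhibition above about 25%, with every replicate also reaching it, limit read from the data, passing the limit was not always enough; inconclusive = only one of those two criteria met; inactive = neither criterion met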
Target sequence (Q15084 whole entry, looked up): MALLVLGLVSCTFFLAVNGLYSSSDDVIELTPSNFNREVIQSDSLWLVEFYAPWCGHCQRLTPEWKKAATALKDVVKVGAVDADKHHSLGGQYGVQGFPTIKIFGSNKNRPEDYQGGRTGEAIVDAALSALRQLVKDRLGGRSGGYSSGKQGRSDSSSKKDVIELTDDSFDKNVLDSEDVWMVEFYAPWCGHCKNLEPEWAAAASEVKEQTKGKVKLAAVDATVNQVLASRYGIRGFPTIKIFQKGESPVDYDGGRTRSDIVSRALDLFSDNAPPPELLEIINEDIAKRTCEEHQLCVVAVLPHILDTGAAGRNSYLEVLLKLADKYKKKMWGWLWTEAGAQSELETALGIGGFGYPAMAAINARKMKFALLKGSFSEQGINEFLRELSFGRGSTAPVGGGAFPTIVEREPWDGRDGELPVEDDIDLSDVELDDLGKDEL
PglD DTNB = blocks C. jejuni PglD acetyltransferase activity; purified PglD enzyme, DTNB colorimetric CoA detection; hit rate 0.098% among 360,000; inhibition, % at 12.5 µM; in the data active = inhibition above about 16%, passing the limit was not always enough; inconclusive = no clear call, values can overlap the other calls; also: strong numbers were not always called active
Active calls of the source: *; ? = inconclusive; . = not tested or not shown; & = joins results of further samples.

SMILES	C2C12 statin	E-sel inducer	DENV2 CPE	S100A4 MyoIIA	SIRT5 block	ERp5 inh	PglD DTNB
OCCC1CN(Cc2ccon2)CCN1Cc1ccc(F)c(F)c1 (configuration not stated)	3	-0.5	7	-1	-2	-1	-3
O=C(CCCNC(=O)c1ccc(Cl)cc1)NCc1ccc(F)cc1	13	.	-6	-3	-3	2	1
Cc1noc(C)c1NC(=O)N(C)C[C@H]1OCCCC[C@@H](C)Oc2ccc(NS(=O)(=O)c3ccccc3)cc2C(=O)N([C@@H](C)CO)C[C@H]1C	.	-0.1	?	2	-1	1	-1
CCCNC(=O)C[C@@H]1C[C@@H]2c3cc(NC(=O)C4CCC4)ccc3O[C@@H]2[C@@H](CO)O1	-5	0.5	-4	5	-4	8	4
C[C@H](CO)N1C[C@H](C)[C@@H](CN(C)S(=O)(=O)c2cccs2)Oc2ccc(NS(=O)(=O)c3ccccc3)cc2C1=O	6	-0.1&-0.1	-12&-2	-24&-4	-5	-4&4	3
CCOc1ccc(OCCCC(=O)NNC(=O)c2ccncc2)cc1	3	-0.7	2	-9	-2	2	4
COC(=O)C1CC(O)CN1C(=O)Nc1cccc(C(F)(F)F)c1 (configuration not stated)	5	3.8	1	0	-3	3	-2
O=C(Cc1cccc2ccccc12)NN1C(=O)/C(=C\c2cccnc2)SC1=S	.	.	-5	2	-1	2	3
Cc1ccn2c(NC3CCCCC3)c(-c3cccc(-c4cccc(Cl)c4)c3)nc2c1	6	.	-16	-23	16*	2	5
CCN(CCCNS(=O)(=O)c1ccc2c(c1)CCN2C(C)=O)c1cccc(C)c1	7	-0.2	-6	-6	-5	2	0
O=c1cc(Nc2ccc3c(c2)OCCO3)[nH]c(=O)n1Cc1ccc(F)cc1	1	.	-4	0	1	5	8
COc1ccc(O)c(C=Nc2cc(NC(C)=O)c(Cl)cc2Cl)c1	.	-1.8	5	2	4	0	.
O=C(CC1CC1)Nc1ccc2c(c1)[C@@H]1C[C@H](CC(=O)NC3CCCCC3)O[C@@H](CO)[C@@H]1O2	-3	1.0	3	-15	-1	0	0
O=C(NCC1CCCO1)c1ccccc1-c1nc(-c2ccccc2F)no1 (configuration not stated)	1	0.5	4	3	-4	-2	2
Cc1nonc1NC(=O)CSc1nc2ccc(Cl)cc2[nH]1	-1	0.1	5	-4	1	1	2
O=C(O)C[C@H]1CC[C@@H](NC(=O)Nc2cc(F)ccc2F)[C@@H](CO)O1	4	-0.2	1	2	2	1	1
CCOc1cccc2c1OC1(CCCCC1)N1N=C(c3cccnc3)CC21 (configuration not stated)	.	.	0	-4	-1	-8	.
CCCN(CC(=O)Nc1ccccc1C)C(=O)CSc1ccccc1C	-2	3.1	0	4	3	3	-1
COc1ccc(CN2C(=O)c3ccccc3C2=O)cc1C(=O)OCC(=O)NC1CCCCC1	.	-0.4	-6	0	-5	2	-5
C/C=C/c1ccc([C@H]2[C@@H](CO)N3CCCCN(C(=O)Nc4ccc(OC)cc4)C[C@@H]23)cc1	.	-0.4	30*	20	5	?	2
COc1ccc(NC(=O)Cn2nc(C(=O)O)c3ccccc3c2=O)cc1Cl	18	0.0	7	-1	-3	-10	3
O=C(NCc1ccccc1CN1CCCCC1)c1ccc(Cl)cc1N1CCCC1=O	11	.	-7	2	-4	-4	2
O=C(COC(=O)c1ccc(S(=O)(=O)N2CCCCCC2)cc1)NCc1ccc(F)cc1	-1	.	3	3	-1	-8	-6
CCOC(=O)C1(CCOC)CCN(CC(C)Cc2ccc3c(c2)OCO3)CC1 (configuration not stated)	2	0.0	4	-3	-1	2	-1
Cc1nc2c3ccccc3nc(NNC(=O)CCC(=O)N3CCC(C)CC3)n2n1	6	.	14	-2	-5	-15	-10

(list continues)
SMILES	C2C12 statin	E-sel inducer	DENV2 CPE	S100A4 MyoIIA	SIRT5 block	ERp5 inh	PglD DTNB
Cc1cccc(NC(=O)CSCC(=O)NCc2cccc(C(F)(F)F)c2)c1	12	-0.4	-7	2	-2	10	-4
CN(C(=O)COC(=O)c1ccccc1OCc1ccc(Cl)cc1)c1c(N)n(Cc2ccccc2)c(=O)[nH]c1=O	6	.	-8	-12	-8	7	-2
C[C@]12c3[nH]c4ccccc4c3CCN1C(=O)C(CC(=O)NCCN1CCOCC1)C[C@@H]2C(=O)N1CCOCC1 (some centres not stated)	2	0.1	-4	9	-2	-1	-1
COCc1cc(C)nc2sc(C(=O)Nc3ccccc3C)c(N)c12	-5	.	7	1	-5	3	-2
CC1(C)NC(=O)N(CC(O)COc2ccccc2[N+](=O)[O-])C1=O (configuration not stated)	.	.	?	16	-1	1	2
C[C@@H]1CN([C@H](C)CO)C(=O)c2cc(NC(=O)Nc3ccc(C(F)(F)F)cc3)ccc2O[C@@H](C)CCCCO[C@@H]1CN(C)Cc1ccncc1	.	0.1	0	-4	-1	3	-4
CCOc1ccc(/C=N/NC(=O)c2[nH]c3ccc(C)cc3c2C)cc1	-2	.	0	-8	-2	-1	2
CC(C)OC(=O)NCCOC(=O)Nc1ccc(Cl)cc1	.	-0.1	-3	0	-5	1	.
COc1ccc(-c2csc(NC(=O)CSc3nc4ccccc4c(=O)[nH]3)n2)cc1	-100	.	-6	9	-2	6	-3
CCNC(=O)[C@@H]1[C@@H](CO)[C@@H]2Cn3c(ccc(-c4ccc(OC)cc4)c3=O)[C@H]1N2CC1CC1	1	-0.3	-4	-22	-44	-7	2
COc1nc(-c2ccccc2)ncc1S(=O)(=O)c1ccccc1	.	2.2	0	-5	-2	2	.
Cc1nc(C(N)=O)c(N)n1CCc1ccccc1	-2	0.1	-2	-1	-3	2	-1
CSc1ncc(CN2CCN(CC=C(C)C)C(CCO)C2)cn1 (configuration not stated)	.	.	-2	-2	1	-3	.
O=C(NCC1CC1)c1ccc(-n2ccnc2)c2ccoc12	1	-0.1	2	5	2	3	1
C[C@@H]1CN([C@@H](C)CO)C(=O)c2cc(-c3ccccc3)cnc2O[C@@H]1CN(C)Cc1ccc(C(=O)O)cc1	-1	0.4	-1	23	-2	1	-2
Cc1ccc(S(=O)(=O)N(C)C[C@@H]2Oc3c(NC(=O)CCCCCC(=O)Nc4ccccc4N)cccc3C(=O)N([C@@H](C)CO)C[C@@H]2C)cc1	.	-0.1	5	-1	4	-7	.
NC(=S)NN=C1c2ccccc2-c2c(F)c(F)c(F)c(F)c21	.	0.2	-5	8	.	13	.
COc1cccc(-c2ccc([C@H]3[C@@H](CO)N4CCCCN(C(=O)NC(C)C)C[C@@H]34)cc2)c1	.	-0.1	-6	.	-8	3	-4
C[C@@H]1CCCCO[C@@H](CN(C)C(=O)c2ccncc2)[C@@H](C)CN([C@H](C)CO)C(=O)c2cc(NS(=O)(=O)c3ccc(Cl)cc3)ccc2O1	.	-0.1	-8	4	-1	-2	0
Cc1cc2occ(CC(=O)N(C)CC(=O)Nc3ccc(F)cc3)c2cc1C	.	.	2	-1	-3	4	5
OC[C@@H]1CN(CCN2CCOCC2)C[C@H](n2cnc3c(Nc4ccccc4)ncnc32)O1	1	0.2	6	-2	.	6	0
Cn1ccc(=Nc2ccc(NC(=O)c3ccc(N=c4ccn(C)c5ccc([N+](=O)[O-])cc45)cc3)cc2)cc1	-22	-0.1	5	-1	5	-1	.
CCC(=O)Nc1ccc2c(c1)OC[C@H](C)N(CCc1ccccc1)C[C@H](C)[C@@H](OC)CN(C)C2=O	.	-0.1	4	8	2	-4	.
COc1ccccc1CN1C(=O)C(C)ON=C1c1ccccc1F (configuration not stated)	-6	.	0	6	.	2	0
O=C(c1ccco1)N1CCCC(c2nc3c(nnn3Cc3cccc(Cl)c3)c(=O)[nH]2)C1 (configuration not stated)	?	.	?	-15	3	1	7

(next part)
SMILES	C2C12 statin	E-sel inducer	DENV2 CPE	S100A4 MyoIIA	SIRT5 block	ERp5 inh	PglD DTNB
C[C@@H]1CCCCO[C@H](CN(C)C(=O)Nc2ccccc2)[C@@H](C)CN([C@@H](C)CO)C(=O)c2cc(NS(=O)(=O)c3cn(C)cn3)ccc2O1	.	-0.2	-9	4	1	1	4
CC(C)c1ccc(C(=O)NN2CCOCC2)cc1	.	1.6	4	-1	-3	-2	-2
CCOC(=O)N/N=C/c1c(C)c(C(=O)c2ccc(F)cc2)n2ccccc12	4	1.0	.	-3	0	-2	0
O=C(C[C@@H]1C=C[C@@H](NC(=O)C2CCOCC2)[C@@H](CO)O1)NCC1CC1	-2	-0.5	10	-2	-4	-5	2
O=C(OCc1cc2ccccc2[nH]c1=O)c1ccco1	3	.	3	-1	-1	0	-5
CCCCn1c(N)c(N(CC)C(=O)C2CCN(C(=O)c3ccccc3C)CC2)c(=O)[nH]c1=O	-3	-0.2	2	3	-3	-3	-1
Cc1cccc(OCc2n[nH]c(=S)n2C2CCCCC2)c1	26	.	-1	-3	0	-6	-1
Cc1cc2ccccc2n1CCNC(=O)COc1ccccc1	-9	0.5	-2	15	-5	0	-4
O=C(Nc1c(Cl)cccc1Cl)c1cc(-c2ccco2)on1	0	.	?	3	-4	8	5
C[C@H](O)C#Cc1cnc2c(c1)C(=O)N([C@H](C)CO)C[C@H](C)[C@@H](CN(C)C(=O)c1ccccc1F)O2	8	.	-3	13	-2	-1	5
CN(C(=S)Nc1cccnc1)c1ccc(O)cc1	.	-0.2	-5	-6	-2	3	-7
Cc1ccnc(N(C(=O)Nc2ccccc2)C2=NCC(C)(C)S2)c1	.	0.3	2	-1	-2	1	7
C[C@@H]1CN([C@@H](C)CO)C(=O)c2cccc(NS(=O)(=O)c3cn(C)cn3)c2O[C@H]1CN(C)Cc1ccc(C(F)(F)F)cc1	-8	-5.4	-1	6	21*	1	-4
CCN(CCn1cccn1)C(=O)c1cc(COc2cc(C)ccc2C)on1	0	.	-4	-9	0	-7	-4
CC(C)CNC(=O)C(=O)NCCCN1CCOCC1	.	-0.2	-10	0	2	3	.
O=C(N/N=C/c1ccc(Cl)cc1)c1n[nH]c2c1CCCC2	.	1.8	-3	0	4	0	.
CCOc1ccc2ccccc2c1/C=N/NC(=O)c1cc(C)[nH]n1	-19	.	9	-2	2	0	2
O=C(NCC1CCCO1)c1ccc(Cl)c(S(=O)(=O)Nc2ccccc2)c1 (configuration not stated)	12	-0.6	5	1	-3	-4	0
Cc1nc(N2CCN(S(=O)(=O)c3ccc(F)cc3)CC2)c2c(C)c(C)sc2n1	-23	.	8	4	-2	-3	5
C[C@H](O)C#Cc1cnc2c(c1)C(=O)N([C@H](C)CO)C[C@@H](C)[C@@H](CN(C)C(=O)CN(C)C)O2	.	?	-1	-8	-10	9	3
C[C@@H]1CN([C@H](C)CO)C(=O)Cc2cc(NC(=O)NC3CCCCC3)ccc2O[C@H]1CN(C)Cc1ccc(Oc2ccccc2)cc1	11	0.3	-4	7	3	-7	-1
Cc1ccc(CNC(=O)c2ccc(N3CCC4(CC3)CC(c3ccccc3)=NO4)c(NC(=O)c3cccc(C)c3)c2)cc1	-10	-0.1	.	-3	6	-2	7
COc1ccc(CCn2c(C)cc(C(=O)COC(=O)c3cnc(C)cn3)c2C)cc1	.	.	3	-14	1	-1	.
COc1ccc(N2CCN(C(CNC(=O)C(=O)NCc3ccc4c(c3)OCO4)c3ccco3)CC2)cc1 (configuration not stated)	.	-0.1	0	-4	-9	-1	.

One compound at a time, from the list above. Screens in order: C2C12 statin	E-sel inducer	DENV2 CPE	S100A4 MyoIIA	SIRT5 block	ERp5 inh	PglD DTNB
Record of Cc1noc(C)c1NC(=O)N(C)C[C@H]1OCCCC[C@@H](C)Oc2ccc(NS(=O)(=O)c3ccccc3)cc2C(=O)N([C@@H](C)CO)C[C@H]1C : .	-0.1	?	2	-1	1	-1
Record of CCOC(=O)C1(CCOC)CCN(CC(C)Cc2ccc3c(c2)OCO3)CC1 (configuration not stated) : 2	0.0	4	-3	-1	2	-1
Record of C/C=C/c1ccc([C@H]2[C@@H](CO)N3CCCCN(C(=O)Nc4ccc(OC)cc4)C[C@@H]23)cc1 : .	-0.4	30*	20	5	?	2
Record of Cc1cccc(NC(=O)CSCC(=O)NCc2cccc(C(F)(F)F)c2)c1 : 12	-0.4	-7	2	-2	10	-4

An excerpt. The share of hits here may be higher or lower than overall.
